Screening results: PubChem, several laboratories
Mtb BioA inh: M. tuberculosis BioA enzyme inhibitors, primary screen, biochemical, plate reader, single point, HTS; 0.096% of 360,000 active; AID 602481, 2012; inhibition, % at 9.99 µM; purified M. tuberculosis BioA enzyme; in the data active = inhibition above about 40%
FBA Mtb inh: Mtb FBA enzyme inhibitors, primary screen, biochemical, fluorescence, strain H37Rv; Fructose-bisphosphate aldolase (Mycobacterium tuberculosis (strain ATCC 25618 / H37Rv)), …; purified M. tuberculosis FBA, fluorescence read-out; inhibition, % at 1 µM; 2.3% of 360,000 active; AID 588726, 2011; in the data active = inhibition above about 27%;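 note: 0% = vehicle and 100% = reference inhibitor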
Target sequence (P9WQA3 whole entry, looked up): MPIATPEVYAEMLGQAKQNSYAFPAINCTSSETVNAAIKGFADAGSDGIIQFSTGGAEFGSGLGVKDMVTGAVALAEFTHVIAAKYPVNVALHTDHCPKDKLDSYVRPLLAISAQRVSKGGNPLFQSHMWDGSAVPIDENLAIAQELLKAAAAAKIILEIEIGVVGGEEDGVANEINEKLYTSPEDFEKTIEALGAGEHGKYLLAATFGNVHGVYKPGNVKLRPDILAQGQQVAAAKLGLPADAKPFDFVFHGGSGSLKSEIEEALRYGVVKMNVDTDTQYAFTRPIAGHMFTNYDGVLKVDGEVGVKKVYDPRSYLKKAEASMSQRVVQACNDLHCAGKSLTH
SARS 3CLpro inh: SARS-CoV 3CLpro protease inhibitors, primary screen, biochemical, quenched FRET; AID 1706, 2009; 0.14% of 290,000 active; inhibition, % at 6 µM; recombinant SARS-CoV 3CLpro, quenched FRET peptide cleavage; Replicase polyprotein 1ab (Severe acute respiratory syndrome coronavirus), P0C6X7; in the data active = inhibition above about 12%
VHR inh abs: VHR1 phosphatase inhibitors, primary screen, biochemical, absorbance, uHTS; inhibition, % at 13.3 µM; 0.52% of 290,000 active; recombinant VHR phosphatase, pNPP absorbance; AID 1654, 2009; in the data active = inhibition above about 50%; note: some compounds called inactive have numbers as strong as hits
Target sequence (P51452 whole entry, looked up): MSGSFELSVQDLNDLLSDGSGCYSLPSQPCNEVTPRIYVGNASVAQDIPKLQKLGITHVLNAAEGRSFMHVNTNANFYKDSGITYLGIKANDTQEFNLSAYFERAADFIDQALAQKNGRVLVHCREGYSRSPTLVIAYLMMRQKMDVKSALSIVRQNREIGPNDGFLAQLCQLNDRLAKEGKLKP
MazEF act: activators of E. coli MazEF toxin-antitoxin RNase, primary screen, biochemical, fluorescence, uHTS; Endoribonuclease toxin MazF (Escherichia coli (strain K12)), P0AE70; FAM/BHQ RNA-DNA oligo cleavage fluorescence, 5 h; activation, % at 20 µM; 0.32% of 350,000 active; AID 504720, 2011; in the data active = activation above about 50%
GDH-TPI counter: GDH-TPI coupling enzyme inhibitors, primary screen, artefact control for M. tuberculosis FBA inhibitor project, biochemical, absorbance, full deck | GDH-TPI coupled enzyme counterscreen, NADH absorbance | inhibition, % at 4.8 µM | 1.2% of 360,000 active | AID 588335, 2011; in the data active = inhibition above about 30%;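 note: 0% = DMSO wells and 100% = wells lacking the enzyme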
Vc quorum ag: inducers of Vibrio cholerae quorum light production without autoinducers, primary screen, BH1578 luxS cqsA deficient, single point. V. cholerae BH1578 lux reporter, luminescence, 6 h. activation, % at 18.7 µM. 0.16% of 350,000 active. AID 588436, 2011; in the data active = activation mostly above about 9.7%, no sharp cut-off; note: not every result past the cut was called active; inactives centre near 0; reference of the scale not given here
SSB-PriA inh: inhibitors of Klebsiella pneumoniae PriA binding to SSB C-terminal tail, primary screen, biochemical, AlphaScreen; AlphaScreen SSBct-PriA binding, biotinylated peptide; 0.6% of 430,000 active; inhibition, % at 33 µM; in the data active = inhibition mostly above about 37%, no sharp cut-off; inactive = mostly below about 20%;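 note: plate controls were negative control peptide for no effect and reference peptide for full effect; strong numbers were not always called active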
Rv3671c inh: Rv3671c serine protease inhibitors, primary screen, biochemical, fluorescence polarization, M. tuberculosis H37Rv. P9WHR9. inhibition, % at 5.96 µM. 0.048% of 320,000 active. AID 2606, 2010; in the data active = inhibition above about 38%;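 note: extracellular domain of Rv3671c used as enzyme; 0% = enzyme with DMSO and 100% = no enzyme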
Target sequence (P9WHR9 whole entry, looked up, the tested form may be a part): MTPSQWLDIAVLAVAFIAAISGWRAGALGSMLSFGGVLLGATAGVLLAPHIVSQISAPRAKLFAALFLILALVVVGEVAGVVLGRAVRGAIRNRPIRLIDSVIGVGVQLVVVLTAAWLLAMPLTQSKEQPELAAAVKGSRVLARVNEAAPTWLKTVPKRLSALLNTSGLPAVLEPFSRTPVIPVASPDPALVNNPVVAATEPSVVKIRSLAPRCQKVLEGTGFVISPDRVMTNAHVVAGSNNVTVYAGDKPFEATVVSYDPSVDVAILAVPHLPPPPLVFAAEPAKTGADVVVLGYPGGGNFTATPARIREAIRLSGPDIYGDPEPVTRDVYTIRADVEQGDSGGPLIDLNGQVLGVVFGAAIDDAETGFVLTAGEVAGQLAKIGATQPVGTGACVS
UGM FP inh: M. tuberculosis UGM enzyme inhibitors, primary screen, biochemical, fluorescence polarization, single point | UDP-galactopyranose mutase (Mycobacterium tuberculosis (strain ATCC 25618 / H37Rv)), … | inhibition, % at 10 µM | 0.06% of 320,000 active | AID 504406, 2011 | purified UGM, fluorescence polarization probe displacement; in the data active = inhibition above about 10%, passing the limit was not always enough
Active calls of the source: *; i = inactive; x = no result given. The list is partial (hit frequency here may not be typical).

(1) CCOC(=O)c1ccc(CNC(=O)CCC(=O)O)cc1
(2) CC1CCCCC1NC(=O)COC(=O)/C=C/c1ccco1 (centres undefined)
(3) O=C1CCCC2=C1Sc1ccccc1N2
(4) Cc1cc(Cl)c(S(=O)(=O)Nc2ccc3c(c2)OCO3)cc1OCC(=O)NC1CCCCC1
(5) COC(=O)C1CCN(C(=O)C2CCC(=O)N(CCCc3ccccc3)C2)CC1 (centres undefined)
(6) CC(=NNc1ccc2ccccc2n1)c1ccccc1O
(7) C=CCCC(=O)Nc1nc(C)c(-c2csc(Nc3cccc(OC)c3)n2)s1
(8) CC(C)(C)C(=O)Nc1ccc(C(=O)COC(=O)C2=COCCO2)cc1
screen / no.,1,2,3,4,5,6,7,8
FBA Mtb inh,-1,-2,-3,0,0,1,1,0
MazEF act,-4,8,-51,2,3,0,-1,2
UGM FP inh,-2.4,6.0,-0.6,-0.3,0.3,x,0.9,x
Mtb BioA inh,-4.8,-1.2,6.4,x,-0.4,x,-0.6,x
GDH-TPI counter,4,17,9,4,-1,24,-2,6
VHR inh abs,46,x,-3,-5,-4,x,13,x
Vc quorum ag,i,0.4,-0.6,-5.3,-0.3,-1.9,i,i
SARS 3CLpro inh,-6,x,-2,0,0,x,0,x
SSB-PriA inh,-8,-5,7,19,11,-6,8,-9
Rv3671c inh,2,0,6,-2,-4,x,-1,x

(9) O=C(CN(Cc1ccccc1Cl)S(=O)(=O)c1ccc(Cl)cc1)N/N=C/c1ccc(C(=O)O)cc1
(10) Cc1ccc(-n2ncc3c(SCc4ccccn4)ncnc32)c(C)c1
(11) CCC(CC)c1nnc(NC(=O)/C=C/c2ccco2)s1
(12) CCCCC(=O)NC(=S)Nc1cc(C(=O)O)ccc1OC
(13) c1cn(-c2ccc(-c3ccnc4ncnn34)cc2)cn1
(14) COc1cccc(-c2cc3nc(-c4ccccc4)cc(N4CCN(C(=O)c5ccoc5)CC4)n3n2)c1
(15) COC(=O)COc1ccc2c(c1C)O/C(=C\c1ccco1)C2=O
(16) CC1(C)CC(=O)C=C(NNC(=O)OC(C)(C)C)C1
screen / no.,9,10,11,12,13,14,15,16
FBA Mtb inh,4,2,-2,1,-1,62*,-2,-3
MazEF act,-9,7,4,3,7,-1,15,11
UGM FP inh,0.2,2.8,0.1,-2.8,0.3,x,-0.9,-2.5
Mtb BioA inh,2.2,x,-1.9,-0.9,10,-0.8,-0.3,x
GDH-TPI counter,6,-3,20,6,0,-3,7,-3
VHR inh abs,6,15,-13,-3,7,x,16,-10
Vc quorum ag,i,i,-0.2,-0.2,-0.2,-0.4,1.6,-0.6
SARS 3CLpro inh,4,3,-2,-5,-1,x,-10,-4
SSB-PriA inh,x,-5,-4,-12,-9,x,3,11
Rv3671c inh,x,6,2,6,-5,x,-15,-8

(17) CCc1nc2c(OCc3c(C)noc3C)cccn2c1N(C)C(=O)C(C)C
(18) Cc1cccc(N2CCN(C(=S)NC3CCCCC3)CC2)c1C
(19) CC(CNS(=O)(=O)c1ccccc1)Sc1ncccn1 (centres undefined)
(20) COc1ccc(CCNC(=O)c2ccc3ccccc3n2)cc1OC
(21) Cn1c(O)c(C=Nc2ccc(N3CCOCC3)cc2)c(=O)n(C)c1=S
(22) CCc1nnc(NC(=O)c2nc3nccc(C)n3n2)s1
(23) CCOC(=O)c1cccc(NC(=O)c2ccc(NC(=O)c3ccco3)cc2)c1
(24) O=C(N/N=C/c1cc([N+](=O)[O-])ccc1O)c1cccc(NC(=O)c2cccc(Cl)c2)c1
screen / no.,17,18,19,20,21,22,23,24
FBA Mtb inh,-5,3,-8,0,-2,-6,0,2
MazEF act,x,1,11,1,-40,-4,-1,6
UGM FP inh,x,-2.2,-2.6,0.1,x,1.6,-4.9,3.6
Mtb BioA inh,6.3,x,0.2,11,x,-0.1,1.6,-1.5
GDH-TPI counter,4,20,-2,5,4,8,7,1
VHR inh abs,x,17,17,2,21,14,1,21
Vc quorum ag,-0.8,-0.5,-0.7,-0.4,i,-7.7,i,i
SARS 3CLpro inh,x,6,0,6,2,2,-2,3
SSB-PriA inh,x,-4,12,-8,-9,2,-21,x
Rv3671c inh,x,-3,-8,-7,x,-5,-53,12

(25) CC(C)c1ccc(NC(=S)Nc2ccc3[nH]c(=O)[nH]c3c2)cc1
(26) O=C(c1ccc(Cl)nc1)N1CCC(Cc2ccccc2)CC1
(27) Cc1ccc2cc(CN(CCN3CCCC3)C(=O)Nc3ccccc3)c(=O)[nH]c2c1C
(28) Cc1ccc(-n2nc(C(=O)O)cc2-c2ccccc2)cc1
(29) CC(NC(=O)C1(c2cccs2)CCOCC1)c1ccccc1 (centres undefined)
(30) Cc1nc2cc(-c3sccc3-n3cccc3)nn2c(C)c1C
(31) CCOC(=O)c1cnn(-c2sc(C(=O)OCC)c(C)c2C(=O)OCC)c1N
(32) O=C(CSc1nnc(-c2ccco2)n1-c1ccccc1)Nc1c(Cl)cc(Cl)cc1C(=O)O
screen / no.,25,26,27,28,29,30,31,32
FBA Mtb inh,4,-2,0,0,-1,0,6,11
MazEF act,11,3,2,-1,10,10,2,6
UGM FP inh,-0.7,4.6,-2.7,0.2,0.2,3.1,-0.3,1.3
Mtb BioA inh,-1.2,11,0.5,1.3,-0.6,-3.4,-5.7,-1.2
GDH-TPI counter,14,-5,19,-7,3,18,7,-1
VHR inh abs,-18,-9,-1,10,5,14,x,x
Vc quorum ag,-0.4,-0.4,x,-0.3,-1.0,-1.4,i,i
SARS 3CLpro inh,-3,1,-3,5,7,-1,-1,x
SSB-PriA inh,4,-1,16,6,-18,-5,-12,-2
Rv3671c inh,6,-2,3,0,-4,0,4,6

A second format for four compounds above.
[20] COc1ccc(CCNC(=O)c2ccc3ccccc3n2)cc1OC
  FBA Mtb inh = 0
  MazEF act = 1
  UGM FP inh = 0.1
  Mtb BioA inh = 11
  GDH-TPI counter = 5
  VHR inh abs = 2
  Vc quorum ag = -0.4
  SARS 3CLpro inh = 6
  SSB-PriA inh = -8
  Rv3671c inh = -7
[21] Cn1c(O)c(C=Nc2ccc(N3CCOCC3)cc2)c(=O)n(C)c1=S
  FBA Mtb inh = -2
  MazEF act = -40
  UGM FP inh = x
  Mtb BioA inh = x
  GDH-TPI counter = 4
  VHR inh abs = 21
  Vc quorum ag = i
  SARS 3CLpro inh = 2
  SSB-PriA inh = -9
  Rv3671c inh = x
[22] CCc1nnc(NC(=O)c2nc3nccc(C)n3n2)s1
  FBA Mtb inh = -6
  MazEF act = -4
  UGM FP inh = 1.6
  Mtb BioA inh = -0.1
  GDH-TPI counter = 8
  VHR inh abs = 14
  Vc quorum ag = -7.7
  SARS 3CLpro inh = 2
  SSB-PriA inh = 2
  Rv3671c inh = -5
[23] CCOC(=O)c1cccc(NC(=O)c2ccc(NC(=O)c3ccco3)cc2)c1
  FBA Mtb inh = 0
  MazEF act = -1
  UGM FP inh = -4.9
  Mtb BioA inh = 1.6
  GDH-TPI counter = 7
  VHR inh abs = 1
  Vc quorum ag = i
  SARS 3CLpro inh = -2
  SSB-PriA inh = -21
  Rv3671c inh = -53

Carrying on:
(33) COC(=O)c1sc(N)c(C(=O)OC)c1COC(=O)CNS(=O)(=O)c1ccc(C)cc1
(34) CC(C)C(C(=O)NCc1ccccc1)N(CC1CCCO1)C(=O)CNS(=O)(=O)c1ccccc1 (centres undefined)
(35) CC(C)Sc1nc(SCC(=O)O)c2c3c(sc2n1)COC(C)(C)C3
(36) O=C(COc1ccccc1)Nc1ccccc1NS(=O)(=O)c1cccs1
(37) CCOC(=O)N1CCN(C(=O)CNC(=O)c2ccc(Cl)cc2Cl)CC1
(38) Cc1ccc(/C=C/c2onc(C)c2S(=O)(=O)N2CCC(C(=O)NC(C)(C)C)CC2)cc1
(39) COc1ccc(N2CCN(C(=O)c3cc(-c4cc(OC)ccc4OC)nc4ccccc34)CC2)cc1
(40) COc1cc(OC)cc(C(=O)N[C@H](C(=O)OCC(=O)c2ccc3c(c2)NC(=O)CO3)C(C)C)c1
screen / no.,33,34,35,36,37,38,39,40
FBA Mtb inh,2,2,5,-1,-1,-3,3,-1
MazEF act,-3,-6,9,-10,7,-2,-6,-6
UGM FP inh,-0.9,-1.7,-2.7,1.7,3.2,0.1,-0.6,0.7
Mtb BioA inh,2.4,-0.4,2.2,x,-0.6,-0.4,-1.7,-0.8
GDH-TPI counter,7,-8,-4,1,12,13,6,1
VHR inh abs,10,12,-11,-4,x,2,33,4
Vc quorum ag,i,-4.5,-0.5,i,i,i,i,-0.3
SARS 3CLpro inh,-1,6,1,-2,x,6,-3,-5
SSB-PriA inh,-2,-15,-10,14,-12,-14,0,-3
Rv3671c inh,-12,-3,-13,-5,-12,-4,-4,-19

(41) CC(=O)Nc1ccc(-c2ccnc3c2CC(C(=O)NCc2cccc(Cl)c2)O3)cc1 (centres undefined)
(42) CCOC(=O)N1CCC(Nc2ncnc3c2cnn3-c2ccccc2)CC1
(43) CC(C)(C)c1ccc(N2C(=O)CSC2c2cccnc2)cc1 (centres undefined)
(44) C[C@H](CO)N1C[C@H](C)[C@@H](CN(C)C(=O)Nc2ccc(C(F)(F)F)cc2)Oc2ccc(NC(=O)Nc3ccc4c(c3)OCO4)cc2C1=O
(45) CC1=C(C(=O)c2ccccc2)C(c2cccc([N+](=O)[O-])c2)NC(=S)N1 (centres undefined)
(46) O=C(COC(=O)COc1ccccc1)NCc1ccco1
(47) COc1cccc(NC(=O)CSc2ccc3nnc(-c4cccnc4)n3n2)c1
screen / no.,41,42,43,44,45,46,47
FBA Mtb inh,11,11,3,-1,-5,-2,2
MazEF act,x,5,2,5,2,3,-3
UGM FP inh,x,2.4,-1.0,x,2.3,5.6,-0.5
Mtb BioA inh,-1.3,1.4,3.6,-1.0,x,1.9,0.6
GDH-TPI counter,9,-6,4,-9,-4,-14,5
VHR inh abs,x,12,18,x,5,x,24
Vc quorum ag,-0.3,-0.7,i,-1.0,i,-4.2,-0.8
SARS 3CLpro inh,x,-6,-2,x,0,x,6
SSB-PriA inh,x,-11,2,-10,7,-13,-18
Rv3671c inh,x,-4,6,-2,1,4,-6

Ordered by number of heavy atoms (falling): 3 of the compounds above
(40) COc1cc(OC)cc(C(=O)N[C@H](C(=O)OCC(=O)c2ccc3c(c2)NC(=O)CO3)C(C)C)c1
(43) CC(C)(C)c1ccc(N2C(=O)CSC2c2cccnc2)cc1 (centres undefined)
(1) CCOC(=O)c1ccc(CNC(=O)CCC(=O)O)cc1
screen / no.,40,43,1
FBA Mtb inh,-1,3,-1
MazEF act,-6,2,-4
UGM FP inh,0.7,-1.0,-2.4
Mtb BioA inh,-0.8,3.6,-4.8
GDH-TPI counter,1,4,4
VHR inh abs,4,18,46
Vc quorum ag,-0.3,i,i
SARS 3CLpro inh,-5,-2,-6
SSB-PriA inh,-3,2,-8
Rv3671c inh,-19,6,2
